Hsp70 displacement: Hsp70 inhibitors, probe displacement, primary screen, biochemical, fluorescence polarization (AID 583). Heat shock 70 kDa protein 1A (Homo sapiens). Hsp70 fluorescence polarization probe displacement, mP; higher % means a stronger effect. 140,000 tested, 0.06% active. one-dose displacement, % at 20 µM; IC50 in µM for titrated hits; in the data active means displacement above about 50%;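 further: plate controls were vehicle for no effect and reference ligand for full effect; a part of the inactive calls stands beside numbers as strong as those of hits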
MKP-3 inhibition: MKP-3 phosphatase inhibitors, primary screen, biochemical, rat enzyme, in vitro (AID 425); Dual specificity protein phosphatase 6 (Rattus norvegicus); recombinant MKP-3 phosphatase activity, fluorescence; higher % means a stronger effect; inhibition, % at 20 µM, or IC50 in µM where a hit was titrated; 110,000 tested, 0.17% active; in the data active means inhibition above about 50%;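 further: plate controls were vehicle for no effect and reference inhibitor for full effect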
The depositor's hits bear a star; . = no result given; & = joins results of further samples. Not all compounds are listed, so the mix of outcomes need not match the whole.

structure	Hsp70 displacement	MKP-3 inhibition
Cc1cc(Cl)ccc1OCC(=O)Nc1ncn[nH]1	-1.4%	2%
Cc1cccc(C=Nc2cc(Cl)ccc2O)c1O	5.4%	0%
COc1cc(/C=C2\C(=O)NN(c3ccccc3)C2=O)ccc1OCc1ccccc1F	2.7%	-4%
C=CCNC(=O)C(=O)Nc1ccccc1OC	4.8%	-2%
Cc1nc2ccccc2n1CC(O)COc1cccc(Cl)c1 (stereo not given)	-2.8%	5%
Cc1cc(C)n(CC(O)Cn2c3ccc(Br)cc3c3cc(Br)ccc32)c(=O)n1 (stereo not given)	4.1%	.
Cc1cc(NCCN2CCOCC2)n2ncc(-c3ccccc3)c2n1	0.9%	-6%
COC(=O)Cn1cnc(=O)c(C#N)c1C	-6.5%	-4%
CCOC(=O)c1ccccc1NC(=O)CCNC(=O)Cn1cnc2ccccc2c1=O	2.1%	6%
COc1ccccc1N1CCN(/N=C\c2cccc(O)c2)CC1	-2.3%	4%
O=C1N=C(N2CCOCC2)S/C1=C\c1cccnc1	7.3%	3%
O=C(N1CCOCC1)N1c2ccccc2CC(N2CCOCC2)c2ccccc21 (stereo not given)	-2.3%	1%
COc1cc(C2C(C(N)=O)=C(C)Nc3nc(CCCO)nn32)cc(OC)c1OC (stereo not given)	4.8%	1%
CN1CCN(C(=O)C(=O)Nc2cccc3ccccc23)CC1	2.3%	3%
C=CCn1c(SC2CCOC2=O)nc2scc(C3CC3)c2c1=O (stereo not given)	-5.7%	-7%
CCOc1ccc(OCC)c(S(=O)(=O)n2cc(C)nc2CC)c1	4.0%	2%
Cc1cc(=O)[nH]c(N=N/C(=N/Nc2ccccc2C)c2ccccc2)n1	8.6%	.
COc1ccccc1/C=C/C=N\N1CCN(c2ccccc2OC)CC1	-4.1%	2%
CCOC(=O)c1cnc2c(ccc3ccccc32)c1NCCO	4.3%	.
c1nc(N2CCCCCC2)c2[nH]cnc2n1	.	-7%
CC1CCN(C(=O)Cn2c(=O)n(CCc3ccccc3)c(=O)c3ccccc32)CC1	0.0%	10%
CCOC(=O)C1CCCN(c2ncnc3c2oc2ccccc23)C1 (stereo not given)	0.2%	-7%
O=C(CSc1nnc(-c2sc3ccccc3c2Cl)n1-c1ccccc1)c1ccc(F)cc1	-3.0%	0%
Cc1ccc(-c2cc(C(F)(F)F)n3nc(C(=O)N4CCCC4)cc3n2)cc1	7.2%	-1%
Cc1cccc(OCC(=O)NCc2ccccn2)c1	4.2%	1%

Given with two lines to a compound: entries from further up.
Value order – Hsp70 displacement, MKP-3 inhibition
c1nc(N2CCCCCC2)c2[nH]cnc2n1
  ., -7%
CCOC(=O)c1ccccc1NC(=O)CCNC(=O)Cn1cnc2ccccc2c1=O
  2.1%, 6%
Cc1cccc(C=Nc2cc(Cl)ccc2O)c1O
  5.4%, 0%
CCOc1ccc(OCC)c(S(=O)(=O)n2cc(C)nc2CC)c1
  4.0%, 2%
O=C(N1CCOCC1)N1c2ccccc2CC(N2CCOCC2)c2ccccc21 (stereo not given)
  -2.3%, 1%

(more compounds)
structure	Hsp70 displacement	MKP-3 inhibition
COc1ccc(OC)c(C(=O)COC(=O)c2c(OC)cccc2OC)c1	-4.2%	-5%
COc1ccccc1/C=C/C1=NC(=C\N(C)C)/C(=O)O1	-3.4%	.
CCOC(=O)CNC(=O)CSc1ncnc2c1cnn2-c1ccc(OC)cc1	-0.5%	-16%
Cc1oc(-c2ccc(Cl)cc2)cc1-c1nn2c(-c3ccco3)nnc2s1	-8.1%	8%
COc1ccccc1N1CCN(C(=O)c2cccc(N3C(=O)NC4CC3(C)Oc3ccccc34)c2)CC1 (stereo not given)	.	4%
CCOC(=O)c1ccc(NC(=O)CN(c2ccccc2OC)S(=O)(=O)c2ccccc2)cc1	1.1%	-2%
CCC(C)NCC(=O)NCCNc1ccc([N+](=O)[O-])cc1Cl (stereo not given)	-0.6%	3%
COc1cc(C(=O)Nc2nc3ccccc3[nH]2)cc(OC)c1OC	5.2%	-5%
CCOc1cccc(N2C(=O)CC(SC(=NCc3ccc(OC)cc3)Nc3ccccc3)C2=O)c1 (stereo not given)	-0.9%	1%
O=C(NCCCNc1ccc([N+](=O)[O-])cc1C(F)(F)F)c1cc(F)c(F)cc1Cl	-4.9%	6%
CC1=NNC(=O)C1CCC(=O)N/N=C/c1c(O)ccc2ccccc12 (stereo not given)	-4.3%	5%
CCCCCOc1ccc(Cl)cc1CN1CCOCC1	-4.0%	-4%
O=C1CC(SCCO)C(=O)N1c1ccccc1 (stereo not given)	5.2%	.
CC(=O)Nc1ccc(Cc2ccncc2)cc1	-1.3%	-6%
Brc1ccc(-c2nn3c(-c4ccco4)nnc3s2)o1	3.9%	-3%
COc1ccc(OC)c(C2C(C(=O)Nc3cccnc3)=C(C)NC3=C2C(=O)CCC3)c1 (stereo not given)	5.4%	0%
C=CCn1c(CCC(=O)O)ccc1-c1ccc(OC)cc1	-3.8%	-4%
O=C1C2CCCN2C(c2ccccc2F)N1c1cccc(Cl)c1 (stereo not given)	-3.2%	-4%
O=C1C2C3C=CC(C3)C2C(=O)N1c1cccc(-c2nc3ccccc3c(=O)o2)c1 (stereo not given)	4.7%	-3%
C=CCOc1c(I)cc(C=C2C(=O)NC(=S)NC2=O)cc1OCC	0.3%	6%
Cc1ccc(N2NC(=O)/C(=C/c3cccs3)C2=O)cc1Cl	3.5%	-2%
CC12CCC(C(=O)N(CSC(=S)N/N=C\c3ccccc3)C1=O)C2(C)C (stereo not given)	-5.6%	.
COc1ccc(NC(=O)/C(C#N)=C/c2cn(Cc3ccccc3C#N)c3ccccc23)cc1	-5.0%	4%
O=C1CC(SCc2nc3ccccc3[nH]2)C(=O)N1c1ccc(F)cc1 (stereo not given)	2.9%	3%
CC(C)n1nnnc1SCC(=O)NCc1cccs1	4.7%	4%
O=C(COc1ccc2ccccc2c1)Nc1ccccc1CO	0.3%	4%
COc1ccc(-c2cc(N)n(CCC#N)n2)c(OC)c1	2.3%	-8%
O=C(COc1ccc(Cl)cc1)N1CCN(c2ccccn2)CC1	-3.4%	2%
COc1ccc(-c2nnc(SCC(=O)N3CCCCC3)o2)c(OC)c1	-0.8%	-9%
COc1ccc(/C(C)=N/NC(=O)c2cccc(Cl)c2)c(OC)c1	4.9%	-4%
C=CCSC1=N/C(=C\c2ccc3c(c2)OCO3)C(=O)S1	1.6%	1%
CCN1C(=O)/C(=C\c2ccccc2OCCOCCOc2ccc(C)cc2)SC1=S	-5.6%	-2%
O=C(Nc1nc(-c2ccc(Cl)cc2)cs1)c1ccc(S(=O)(=O)N2CCOCC2)cc1	-0.5%	3%
Cc1ccc(N=Cc2ccc(Br)s2)cc1[N+](=O)[O-]	5.9%	-4%
O=C(NCCc1ccccc1)c1cc2ncc(Br)cn2n1	6.5%	-18%
Cc1cc(C)c(NC(=O)c2ccc(S(=O)(=O)N3CCOCC3)cc2)c(C)c1	1.5%	2%
Cc1cc(C(=O)c2ccccc2)c2[nH]cc(C)c2c1	2.9%	0%
COC(=O)C1CCN(C(=O)c2ccccc2Oc2ccccc2)CC1	-0.9%	-2%
Cc1nc(OCc2ccccc2)c2sc3nc4c(cc3c2n1)COC(C)(C)C4	-1.5%	.
COC(=O)C(C(=O)OC)C(=O)c1ccc(C)cc1	-2.2%	1%
Cc1ccc(NC(=O)CN(C)c2ccc(S(=O)(=O)N3CCN(C)CC3)cn2)cc1	-2.1%	-17%
c1ccc2nc(N3CCCC3)c(N3CCCC3)nc2c1	-4.8%	-2%
CCCn1c(C(O)(c2ccccc2)c2ccccc2)nc2ccccc21	5.3%	-3%
CN(C)S(=O)(=O)N1CCN(CC(O)COc2ccc(C(=O)c3ccccc3)cc2)CC1 (stereo not given)	2.7%	-11%
COc1ccc(CN2CCN(S(=O)(=O)c3ccc(C)cc3)CC2)cc1OCc1ccccc1	1.8%	-1%
O=C1OC2(c3ccc(N4N=N4)cc3Oc3cc(N4N=N4)ccc32)c2ccccc21	127%	-7%
O=C(/C=C/c1ccc([N+](=O)[O-])o1)c1ccc(Br)cc1	-9.6%	6%
N/C(=N\OC(=O)c1cc(Cl)ccc1Cl)c1cccnc1	0.4%	.
Cn1c(=O)c([N+](=O)[O-])c(NCc2ccccc2)c2ccccc21	-1.6%	0%
CC(C)C(c1nnnn1CCc1ccccc1)N1CCOCC1 (stereo not given)	-1.0%	-2%

(next part)
structure	Hsp70 displacement	MKP-3 inhibition
COc1ccc(/C=C2/SC(=O)N(CC(=O)Nc3ccc(F)c(Cl)c3)C2=O)cc1OC	-0.4%	1%
CS(=O)(=O)N(Cc1ccc(Cl)cc1)c1ccc(C(=O)NCCC2=CCCCC2)cc1	2.4%	.
CCC(=O)/C=C1\Sc2ccc(OC)cc2N1CCO	1.2%	3%
CCc1c(C)nc2[nH]nc(-c3ccccc3Cl)n2c1=O	6.7%	3%
CCCn1nnc(NC(=O)c2cc(Br)ccc2OC)n1	.	-9%
S=c1[nH]ncc2ccccc12	3.5%	5%
CC(C)(C)c1ccc(C(=O)Nc2nonc2-c2nc3ccccc3[nH]2)cc1	-14%	-15%
COCCCNC(=O)CCc1nc2cccnc2n1Cc1ccccc1	-2.4%	10%
COCCNC(=O)CSc1nc2nc(C)cc(C)n2n1	1.5%	0%
CCCCOC(=O)Nc1ccc(S(=O)(=O)Nc2ccc(F)cc2)cc1	0.8%	0%
Cc1cccc(NC(=O)C(=O)NCCC(C)C)c1C	5.0%	3%
CC(=O)NC(Cc1cc(C)ccc1C)C(=O)N1CCN(C(=O)Nc2ccc(C(C)=O)cc2)CC1 (stereo not given)	0.2%	-12%
O=C1C2C3C=CC(C4CC34)C2C(=O)N1/N=C/c1ccc(-c2ccc(Cl)cc2[N+](=O)[O-])o1 (stereo not given)	-3.0%	.
CC1(C)CC(=O)c2c(-c3cccnc3)n[nH]c2C1	.	9%
CCOC(=O)C1CCN(S(=O)(=O)c2ccc(Cl)cc2OC)CC1	-1.0%	.
O=C1NC(=S)N(c2ccc(Br)cc2)C(=O)/C1=C/c1cccs1	1.2%	2%
CCN(CC)CCOc1nnc(-c2ccc(C)cc2)c2ccccc12	-4.2%	.
Nc1cc(C(=O)O)ccc1N1CCCCC1	-1.6%	.
CCOC(=O)c1c(C)[nH]c(C(=O)COC(=O)CSCC(=O)N(CC)CC)c1C	0.6%	-16%
Cc1cc(NC(=O)C2CCCN(S(=O)(=O)c3cnc[nH]3)C2)ccc1Br (stereo not given)	3.0%	-5%
COn1c(-n2nc(C)cc2C)nc2ccccc2c1=O	8.4%	-2%
COc1ccc(CCN2C(=O)CC(NCCc3ccc(S(N)(=O)=O)cc3)C2=O)cc1OC (stereo not given)	2.9%&-0.3%	1%
CCOC(=O)c1cc(C)n(-n2cnnc2)c1C	0.6%	-18%
C=CCN1CC(c2nc3ccccc3n2CCOc2ccccc2)CC1=O (stereo not given)	4.7%	-6%
CCOC(=O)c1ccc(NC(=O)CN(c2ccc(OC)cc2)S(C)(=O)=O)cc1	1.2%	1%

Ordered by the number under Hsp70 displacement (ascending): some entries from above.
structure	Hsp70 displacement	MKP-3 inhibition
O=C1C2C3C=CC(C4CC34)C2C(=O)N1/N=C/c1ccc(-c2ccc(Cl)cc2[N+](=O)[O-])o1 (stereo not given)	-3.0%	.
COc1ccc(/C=C2/SC(=O)N(CC(=O)Nc3ccc(F)c(Cl)c3)C2=O)cc1OC	-0.4%	1%
CC(=O)NC(Cc1cc(C)ccc1C)C(=O)N1CCN(C(=O)Nc2ccc(C(C)=O)cc2)CC1 (stereo not given)	0.2%	-12%
CCOC(=O)c1cc(C)n(-n2cnnc2)c1C	0.6%	-18%

Additional results:
structure	Hsp70 displacement	MKP-3 inhibition
O=C(CCS(=O)(=O)Cc1ccccc1)Nc1nc2c(s1)CCCC2	1.3%	-13%
Cn1c(=O)c(Cl)c(O)c2ccccc21	4.7%	2%
Cc1cc(C)nc(SCC(=O)N2c3ccccc3Sc3ccc(C(F)(F)F)cc32)n1	-2.5%	2%
CC(C)(C)NCCN1CCn2c1nc1ccccc12	0.9%	2%
Cc1cc(C)nc(SCC(=O)Nc2ccc(S(=O)(=O)NCCO)cc2)n1	-1.5%	.
COc1ccc2oc(=O)c(C(=O)Nc3ccc(C(C)=O)cc3)cc2c1	3.7%	-1%
CCOc1cc(NC(=O)c2ccco2)c(OCC)cc1NC(=O)COc1ccccc1C	-7.2%	-10%
CC1CCc2cc(F)ccc2N1C(=O)c1cc2nc(-c3ccco3)cc(C(F)(F)F)n2n1 (stereo not given)	8.2%	-8%
CCn1nnc(NC(=O)CSc2ccc(Cl)cc2)n1	6.2%	-8%
COc1cccc(NC(=O)CN(c2ccc(F)cc2)S(=O)(=O)c2ccccc2)c1	-2.2%	5%
COC(=O)c1ccc(N2C(=O)c3cccc([N+](=O)[O-])c3C2=O)cc1	5.0%	-1%
COc1ccc(N2CC(C(=O)NCc3ccccc3)CC2=O)cc1 (stereo not given)	1.1%	-19%
Cc1cc2oc(C(=O)Nc3cccnc3)c(C)c2cc1C	-0.4%	1%
CCOC(=O)N1CCN(C(=O)CCCn2nc(C)c3sc4ccccc4c3c2=O)CC1	2.8%	-13%
CC(=O)N(CCCN(C)C)CCC(C)CCC=C(C)C (stereo not given)	1.8%	1%

Rewritten with the structure last: 2 of the compounds above
| Hsp70 displacement | MKP-3 inhibition | Structure |
| --- | --- | --- |
| 1.3% | -13% | O=C(CCS(=O)(=O)Cc1ccccc1)Nc1nc2c(s1)CCCC2 |
| 4.7% | 2% | Cn1c(=O)c(Cl)c(O)c2ccccc21 |

From PubChem
